OX1R antag-1: blocks the human orexin 1 receptor | inhibition, % at 5 µM | O43613 | 330,000 compounds, 0.43% hits | CHO/OX1R cells, Fluo-8 calcium fluorescence, orexin A | AID 434989;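 active = inhibition above its plate's threshold, mean inhibition of all tested compounds on the plate plus 3 SD, cut at about 37% in these data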;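 also: 0% = orexin A challenge wells and 100% = SB-334867-A antagonist wells; not every result past the cut was called active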
Target sequence (O43613 whole entry, looked up): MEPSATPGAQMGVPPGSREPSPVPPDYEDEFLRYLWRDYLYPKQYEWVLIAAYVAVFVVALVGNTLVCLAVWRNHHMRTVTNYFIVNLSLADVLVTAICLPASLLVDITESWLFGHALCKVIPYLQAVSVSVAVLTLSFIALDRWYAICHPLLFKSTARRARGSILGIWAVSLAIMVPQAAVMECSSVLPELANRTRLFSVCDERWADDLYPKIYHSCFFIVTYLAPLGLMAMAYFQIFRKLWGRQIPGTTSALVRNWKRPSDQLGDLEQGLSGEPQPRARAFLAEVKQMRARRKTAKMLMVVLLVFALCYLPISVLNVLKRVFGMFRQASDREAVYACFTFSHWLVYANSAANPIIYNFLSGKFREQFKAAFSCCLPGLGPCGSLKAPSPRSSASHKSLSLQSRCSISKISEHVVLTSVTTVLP
OX1R antag-2: blocks the human orexin 1 receptor. O43613. OX1R-expressing cells, FRET antagonist read-out. inhibition, % at 6.6 µM. 330,000 compounds, 1.8% hits. AID 485270; in the data active = inhibition mostly above about 38%, no sharp cut-off; inactive = mostly below about 40%;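 also: 0% = agonist challenge alone and 100% = reference antagonist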
Starred values were filed as active, the others as inactive.

Values in the order: OX1R antag-2, OX1R antag-1
O=S(=O)(NCCc1ccccc1)c1cccs1
    6, -8
O=c1ccc(-c2ccc(S(=O)(=O)Nc3ccccc3)o2)n[nH]1
    6, -24
COc1ccc(OC)c(C(=O)N(C)C2CCCN(Cc3ccccc3F)C2)c1 (configuration not stated)
    14, -12
Cc1ccccc1NC(=S)NC1CC2CCC(C1)N2Cc1ccco1 (configuration not stated)
    1, -14
Cc1cccc(Cn2nc(C)cc2NC(=O)Cn2cc([N+](=O)[O-])cn2)c1
    12, -23
CCOc1ccc(NC(=O)CSc2n[nH]c(=O)n2-c2ccccc2)cc1
    9, -6
COc1ccc(-c2noc(-c3ccccc3C(=O)Nc3cccnc3)n2)cc1OC
    5, -9
O=C(O)c1ccc2c(c1)C(=O)N(NC(=O)c1ccc(O)cc1)C2=O
    20, -7
O=C1Cc2ccccc2C(c2ccc(Cl)cc2Cl)N1 (configuration not stated)
    11, -21
COc1cc2cc(C(c3nnnn3C3CCCC3)N3CCCCC3)c(=O)[nH]c2cc1OC (configuration not stated)
    -2, -17
Cc1ccc(OCC(=O)Nc2ccccc2-c2ccccc2NC(=O)COc2ccc(C)cc2)cc1
    4, -23
COCCCNC(=O)C[C@H]1C[C@H](C(=O)N2CCOCC2)[C@@]2(CCC3CCCC3)c3[nH]c4cc(CCC(=O)N(C)C)ccc4c3CCN2C1=O
    6, -9
CCN1C(=O)[C@H]2[C@@H](c3ccc(-c4ccc(OC)cc4)cc3)N3CCC[C@@]3(C(=O)OC)[C@H]2C1=O
    21, -14
CCN(C(=O)COC(=O)/C=C/c1cnc2ccccc2n1)C1CCS(=O)(=O)C1 (configuration not stated)
    82*, -11
Cc1ccc(-n2c(=O)[nH]cc(C(=O)N3CCc4ccccc43)c2=O)cc1
    11, -10
COC(=O)c1ccccc1NC(=O)N1CCN(C(=O)c2ccco2)CC1
    7, -17
COc1ccc(/C=C/C(=O)NC(=S)Nc2ccc(S(=O)(=O)N=C(N)N)cc2)cc1OC
    16, -3
N=C(CC1CC(=O)NC(=O)C1)C1=C(O)CCCC1=O
    9, -4
O=C(Nc1ccc(Oc2ncnc3cc(Cl)ccc23)nc1)Nc1cccc(C(F)(F)F)c1
    4, -31
CSc1nc(SC(C)C(=O)O)c2c3c(sc2n1)COC(C)(C)C3 (configuration not stated)
    20, -3
COc1cccc(C(=O)CC(C(=O)O)c2ccc(Cl)cc2)c1 (configuration not stated)
    5, -19
c1ccc(CSc2ccc(-c3ccccn3)nn2)cc1
    21, -13
CCC1CC(CSC(=N)N)OC1=O (configuration not stated)
    5, 8
COC(=O)C(NC(C)=O)(Nc1nc2c(s1)CCCC2)C(F)(F)F (configuration not stated)
    7, -12
COc1cc(CN2CCCC(CO)(Cc3ccccc3)C2)ccc1O (configuration not stated)
    -9, -33
CCCN(C(=O)c1ccc(N2CCCC2=O)cc1)C1CCS(=O)(=O)C1 (configuration not stated)
    0, 11
O=C(Nc1ccc(C(=O)O)cc1)Nc1ccc(F)cc1F
    -4, -8
O=c1ccnc(SCc2ccccc2Cl)[nH]1
    5, 0
Cc1ccc(-c2ccccc2NC(=O)CCl)o1
    10, -16
COc1ccccc1NC(=O)CSc1nnc(NC(=O)c2ccco2)s1
    25, -24

Overlap with the part before: 5 entries, followed by the next part.
Values in the order: OX1R antag-2, OX1R antag-1
CCCN(C(=O)c1ccc(N2CCCC2=O)cc1)C1CCS(=O)(=O)C1 (configuration not stated)
    0, 11
O=C(Nc1ccc(C(=O)O)cc1)Nc1ccc(F)cc1F
    -4, -8
O=c1ccnc(SCc2ccccc2Cl)[nH]1
    5, 0
Cc1ccc(-c2ccccc2NC(=O)CCl)o1
    10, -16
COc1ccccc1NC(=O)CSc1nnc(NC(=O)c2ccco2)s1
    25, -24
COC(=O)c1ccc(NS(=O)(=O)c2ccc(S(=O)(=O)N3CCOCC3)cc2)cc1
    10, -10
COc1ccccc1-c1c(C)[nH]n2c(=O)c(Cc3ccccc3)c(C)nc12
    26, 0
CCc1cc2c(C)ccc(C)c2nc1SCC(=O)Nc1c(C)[nH]c(=O)[nH]c1=O
    14, -9
COC(=O)c1cc(CNC(=O)CC(C)c2ccccc2)ccc1OC (configuration not stated)
    6, -16
O=C(Nc1ccc(F)cc1)Nc1nnc(-c2ccccc2)o1
    3, 0
CCCN(CCO)Cc1ccc(Br)cc1
    0, -8
Cc1cc(C)nc(SCCC(=O)Nc2ccccc2C)n1
    12, -28
CCCCCn1c(CN2CCN(c3cc(Cl)ccc3C)CC2)nc2c1c(=O)[nH]c(=O)n2C
    8, -35
CC1c2nc3ccccc3n2C(CC(=O)NCc2ccccn2)C(=O)N1Cc1ccccc1 (configuration not stated)
    5, -10
COc1ccc(C(=O)COC(=O)c2ccc(OC)c(OC)c2)cc1OC
    25, -10
O=C(Nc1ccc(C(=O)N2CCN(c3ccccc3F)CC2)cc1)C1=CSCCO1
    4, -15
O=C(COC(=O)c1cnccn1)c1ccc(-c2ccccc2)cc1
    23, -12
O=C(NCc1cccc(Cl)c1)c1cc(=O)[nH]c2ccccc12
    20, -13
COc1cc(NC(=O)c2ccccc2)c(OC)cc1NC(=O)Cc1ccc(Br)cc1
    6, -26
CC1(C)CC2CN(C(=O)Cc3ccccc3)C(C)(C2)C1 (configuration not stated)
    17, -20
CC(=O)N1CCN(C(=O)CSc2cc(C)c(Br)cc2C)CC1
    27, -14
Cc1ccc(S(=O)(=O)N2CCCN(C(C)c3nc4ccccc4c(=O)[nH]3)CC2)cc1 (configuration not stated)
    26, -15
Cc1cc(C)nc(NS(=O)(=O)c2cccs2)c1
    5, 7
c1ccc(-c2ncc(CN3CCN(c4ccccn4)CC3)[nH]2)cc1
    -3, -18
CCOC(=O)Nc1nnc(CCc2ccccc2)s1
    29, -16
CCCc1nnc(NC(=O)c2c(O)c3cccc4c3n(c2=O)CC4)s1
    28, 12
Cc1ccccc1CS(=O)(=O)c1ccc(C(=O)N2CCOCC2)cc1[N+](=O)[O-]
    17, -5
Cc1cccc2cc3c(NC(=O)C(C)C)nn(C)c3nc12
    14, -26
Fc1ccccc1/C=N/Nc1nc(-c2ccccn2)nc2ccccc12
    15, -3
Cc1ccc(Cl)cc1N1CCN(Cc2nnnn2C2CCCCC2)CC1
    22, -32
O=Cc1ccc(OCc2cn3ccccc3n2)cc1
    13, -10
CCn1nnc(NC(=O)c2cccc(-c3cc4ccccc4oc3=O)c2)n1
    22, -27
COC(=O)C(C)Sc1nnc(-c2ccncc2)o1 (configuration not stated)
    2, 10
CC(=O)Nc1nc(-c2ccc3ccccc3c2)cs1
    3, -7
CCOc1ccc(CN2CCN(Cc3c[nH]c4ccccc34)CC2)cc1
    -4, -10

3 entries out of the list, sorted by number of heavy atoms, ascending:
Values in the order: OX1R antag-2, OX1R antag-1
O=Cc1ccc(OCc2cn3ccccc3n2)cc1
    13, -10
O=C(COC(=O)c1cnccn1)c1ccc(-c2ccccc2)cc1
    23, -12
Cc1ccc(S(=O)(=O)N2CCCN(C(C)c3nc4ccccc4c(=O)[nH]3)CC2)cc1 (configuration not stated)
    26, -15

Two entries from above, with the structure last:
OX1R antag-2,OX1R antag-1,Structure
3,0,O=C(Nc1ccc(F)cc1)Nc1nnc(-c2ccccc2)o1
15,-3,Fc1ccccc1/C=N/Nc1nc(-c2ccccn2)nc2ccccc12

Continued:
Values in the order: OX1R antag-2, OX1R antag-1
COc1cccc(CNC(=O)[C@@H](C)N2C(=O)N3CCc4c([nH]c5ccc(OC)cc45)C3(C)C2=O)c1 (some centres not stated)
    14, -38
Cc1ccc(NS(=O)(=O)c2cn(C)c(=O)n(C)c2=O)c(C)c1
    14, -14
Cc1cccc(C)c1NC(=O)CCCSc1nnc(-c2ccc(F)cc2)n1-c1ccccc1
    11, -13
CCCN(CCC)C(=O)C1CCC(CNS(=O)(=O)c2cccc3nsnc23)CC1 (configuration not stated)
    46, -15
CC(NCc1ccc(S(N)(=O)=O)cc1)C(=O)Nc1cccc(Cl)c1 (configuration not stated)
    17, -14
Cc1cccc(NC(=O)C2CCCN(S(=O)(=O)c3ccc4[nH]c(=O)ccc4c3)C2)c1 (configuration not stated)
    8, -5
COc1cccc2cc(C(=O)C3=C(O)C(=O)N(CCN(C)C)C3c3ccc(Cl)cc3)oc12 (configuration not stated)
    8, -37
Cc1cc(C(=O)NC2CC(C)(C)Cc3c2cnn3-c2ccc(F)cc2)nn1C (configuration not stated)
    11, -8
COC(=O)c1ccccc1NC(=O)CN1C(=O)C2CCCN2c2ncc(Cl)cc21 (configuration not stated)
    23, -10
O=C1CCCN1C(=O)CSc1nnnn1-c1ccccc1
    4, 0
COC(=O)Cn1c(CCS(=O)(=O)c2ccc(Cl)cc2)nc2ccccc21
    15, -16
O=C(O)c1cc([N+](=O)[O-])ccc1NCc1ccccn1
    22, 0
Cn1c(=O)[nH]c(=O)c2c1nc(N1CCCCC1)n2CC(O)COc1ccc([N+](=O)[O-])cc1 (configuration not stated)
    12, -20
OCCNc1c2ccccc2nc2c(F)c(F)c(F)c(F)c12
    35, -10
CCOc1ccccc1NC(=O)C1CCCN(S(=O)(=O)c2ccc3c(c2)C(C)(C)C(=O)N3C)C1 (configuration not stated)
    11, -27
C/C(=N\NC(=O)COc1ccccc1-c1ccccc1)c1ccc(O)cc1O
    13, -12
Cc1ccc(NC(=O)/C(=C/c2cccs2)NC(=O)c2ccco2)c(C)c1
    8, -16
CC1CCCC(C)N1C(=O)Cn1cc(/C=C2/C(=O)Nc3ccccc32)c2ccccc21 (configuration not stated)
    23, -19
COc1cc2c(c(OC)c1O)C(=O)CO2
    11, 8
CCOc1ccc(NC(=O)c2ccc(NC(=O)c3ccc(NC(N)=O)cc3)cc2)cc1
    5, -8
COc1ccc(C(=O)NCc2nnc(SCC(=O)c3ccc(F)cc3)n2C)cc1OC
    21, 2
COc1ccc([C@H]2CC(=O)C=C(c3ccc(F)nc3)C2)cc1OC
    14, 5
O=C1NN(c2ccccc2)C(=O)/C1=C\c1cccn1-c1ccc(Cl)c([N+](=O)[O-])c1
    19, -17
Cc1nnc(SCC(=O)Nc2ccc(S(=O)(=O)N3CCCC3)cc2)n1N
    13, -4
COc1cc(C(=O)O/N=C(\N)c2cccc([N+](=O)[O-])c2)cc(OC)c1OC
    5, -3
CN(C)C(CNC(=O)c1ccc(NC(=O)c2cccs2)cc1)c1ccccc1 (configuration not stated)
    21, -19
CCOC(=O)N1CCC(n2c(SCC(=O)NCc3ccccc3)nc3ccccc3c2=O)CC1
    26, -15
CCC(CC)c1nnc(NC(=O)c2ccc(S(=O)(=O)N3CCc4ccccc4C3)cc2)s1
    9, -10
O=C(N/N=C(\Cc1ncc[nH]1)c1ccccc1)c1ccncc1
    7, -8
CCOC(=O)C1CCN(c2cc3c(cc2NC(=O)c2ccc(F)cc2)n(C)c(=O)n3C)CC1
    13, -13
Cc1cc(C)c2nc(NC(=O)C3CCCO3)sc2c1 (configuration not stated)
    9, -16
Cc1nc(NCCN2CCOCC2)c2oc3ccccc3c2n1
    11, -19
CC1CCCN(C(=O)C2CCN(S(=O)(=O)c3ccc4c(c3)CC(C)N4C(=O)C3CC3)CC2)C1 (configuration not stated)
    15, -39
COc1ccc(-c2cc(-c3ccccc3)c(C#N)c(SCC(=O)O)n2)cc1
    6, -11
CN(C)CCNC(=O)/C(=C/c1cccc([N+](=O)[O-])c1)NC(=O)c1ccccc1
    13, -5
C/C(=N\NC(=O)c1ccoc1C)c1cccc2ccccc12
    19, -42
Cc1cccc(NC(=O)c2ccc(S(=O)(=O)NCc3ccco3)cc2)n1
    11, 2
CCOC(=O)N1CCN(C(=O)COc2ccc(S(=O)(=O)NCc3ccccc3)cc2)CC1
    10, -10
CCCNC(=S)NC1CC2CCC(C1)N2Cc1ccccc1 (configuration not stated)
    9, 4
COc1ccc(CCn2c(C)cc(C(=O)CSc3nnnn3-c3ccccc3)c2C)cc1
    11, -17
Cc1cc(NC(=O)CSc2nc3ccccc3cc2C#N)no1
    27, -5
Cc1ccc(CNC(=O)CCC(=O)Nc2nnc(C)s2)cc1
    1, -4
O=C(C1CC1)N(CCc1ccccc1)Cc1nc2ccccc2c(=O)[nH]1
    23, -15
O=C(C1CCN(S(=O)(=O)N2CCOCC2)CC1)N1CCc2ccccc21
    14, -19
COC(=O)c1nn(-c2cccc(C(F)(F)F)c2)c(=O)cc1Sc1ccccn1
    29, -23
Fc1ccc(CNC(=S)NC2CCCCC2)cc1
    3, -22
O=C(c1ccco1)N1CCN(C(=O)N2CCCCC2)CC1
    13, -1
Cc1cccc(N2CCN(c3cc(C)nc4nnnn34)CC2C)c1 (configuration not stated)
    2, -16
CCOC(=O)C1C(=O)NC(c2ccccc2)=NC1c1ccc(F)cc1 (configuration not stated)
    17, -18
COC(=O)CNc1nc(Cl)nc(Nc2ccc(C)cc2)n1
    32, -33
COc1ccc(CCC(=O)N2CCN(c3cccc(C)c3C)CC2)cc1
    10, -12
O=C(CN1C(=O)CCS(=O)(=O)c2ccccc21)Nc1ccc(Cl)cc1
    2, -7

Compound activity (PubChem BioAssay)
